Spn MK inh: inhibitors of Streptococcus pneumoniae mevalonate kinase; purified MK, PK/LDH-coupled NADH absorbance 340 nm; inhibition, % at 10 µM; actives 0.48% (n = 65,000); AID 555;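 active = ranked among the strongest by inhibition in the single 10 µM screen, a fixed top-ranked set picked for dose follow-up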; also: no value below 0 was filed
Alkaline phosphatase: inhibition of tissue-nonspecific alkaline phosphatase – biochemical, luminescent (AID 518); purified TNAP enzyme, luminescent substrate readout; higher % means a stronger effect; one-dose inhibition, % at 20 µM; IC50 in µM for titrated hits; actives 0.09% (n = 64,000); in the data active = a potency from the dose series; inactive = the rest, 99 in 100 with inhibition below about 22%;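 also: plate controls were vehicle for no effect and reference inhibitor for full effect; many of its hits are not listed in these tables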
Bfl-1 displacement: displacement of Bid BH3 peptide from Bfl-1 – biochemical, fluorescence polarization, FITC-Bid, mouse, primary screen (AID 432); FITC-Bid BH3 peptide fluorescence polarization displacement; higher % means a stronger effect; actives 0.02% (n = 64,000); displacement, % at 20 µM, or IC50 in µM where a hit was titrated; in the data active = a potency from the dose series; inactive = the rest, 99 in 100 with displacement below about 15%; also: strong numbers were not always called active
Spn DPM-DC inh: blocks S. pneumoniae diphosphomevalonate decarboxylase; purified DPM-DC, PK/LDH coupled NADH fluorescence; calls only at 10 µM; actives 0.49% (n = 65,000); AID 556;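 active = the 320 compounds with the highest percent inhibition in the single-dose primary screen, excluding strongly autofluorescent ones, cut at about 32% in these data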;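 also: kinetic rate of NADH fluorescence loss reporting ADP formed by the decarboxylase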
Spn PMK inh: inhibitors of Streptococcus pneumoniae phosphomevalonate kinase. actives 0.49% (n = 65,000). inhibition, % at 10 µM. purified PMK, PK/LDH-coupled NADH absorbance 340 nm. AID 539;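 active = top-ranked compounds by inhibition in the single 10 µM screen, taking a fixed number of the strongest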;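 also: 0% = full reaction with DMSO carrier and 100% = background rate without enzyme reaction; no value below 0 was filed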
KRASV12 cytotoxicity: cytotoxicity in KRAS-transformed pancreatic duct cells, primary screen, cell-based, fluorescence, HTS (AID 431); HPDE-C7K KRASV12 cells, Alamar Blue viability, 48 h; higher % means a stronger effect; cytotoxicity, % at 10 µM, or EC50 in µM where a hit was titrated; actives 1.7% (n = 63,000);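 active = compounds whose percent cytotoxicity in the single-dose primary screen, scaled between solvent and toxic-drug controls, exceeds 50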;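 also: 0% = DMSO solvent wells and 100% = doxorubicin-treated wells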
LYP inhibition: LYP phosphatase inhibitors, primary screen, biochemical, DiFMUP fluorescence, recombinant catalytic domain, 10 µM (AID 606). 52,000 tested, under 10 active. one-dose inhibition, % at 10 µM; IC50 in µM for titrated hits. recombinant LYP catalytic domain, DiFMUP fluorescence; higher % means a stronger effect;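 active = IC50 under 40 µM in the dose-response test; inactive = IC50 of 40 µM or more, or never dose-tested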
HT1080 cytotoxicity: HT1080 cell viability loss – fluorescence readout (AID 620) | HT1080 viability, fluorescence; higher % means a stronger effect | actives 0.42% (n = 87,000) | cytotoxicity, % at 10 µM; hits with a dose series show EC50 in µM;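 also: cells exposed to compound overnight then 4 h with Alamar Blue; 0% = vehicle DMSO and 100% = killing control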
HPDE-C7 cytotoxicity: HPDE-C7 pancreatic duct cell viability loss – fluorescence, HTS (AID 430); one-dose cytotoxicity, % at 10 µM; EC50 in µM for titrated hits; HPDE-C7 pancreatic duct cells viability, fluorescence; higher % means a stronger effect; actives 1.8% (n = 63,000);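 also: cells exposed to compound for 48 hours before viability readout; 0% = vehicle and 100% = reference cytotoxic drug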
Spn PMK inh pilot replicates: recorded beside Spn PMK inh, whose call it bears; inhibition, %; measured here: pilot screen replicates
Spn MK inh pilot replicates: second read-out of Spn MK inh, no call of its own (marks repeat the call); inhibition, %; measured here: pilot screen replicates
Spn DPM-DC inh pilot screen %: also measured in Spn DPM-DC inh; calls as there; inhibition, %; measured here: pilot screen trials
* = called active by the depositor; i = inactive; nt = not tested or not shown; & = joins results of further samples. Rule as the data show it, unless noted: active = cytotoxicity above about 50%; inactive = the rest. An unsorted share of the library; overall some 3.5% were active at least once.

SMILES	Spn MK inh	Alkaline phosphatase	Bfl-1 displacement	Spn DPM-DC inh	Spn PMK inh	KRASV12 cytotoxicity	LYP inhibition	HT1080 cytotoxicity	HPDE-C7 cytotoxicity	others
COc1ccc(C(CNC(=O)COc2ccccc2OC)N(C)C)cc1OC (stereo not drawn)	8	5%	-8%	i	17	-21%	nt	21%	-18%
O=C(O)c1ccc(-c2ccco2)n1Cc1ccccc1	5	3%	-7%	i	4	-7%	2%	2%	-9%
Nc1ccc(C(=O)O)c(O)c1	3&3	12%&18%	10%&2%	i	5&1	18%&-7%	14%&17%	0%&-4%	-18%&7%	Spn PMK inh pilot replicates=0.0&2.0;Spn MK inh pilot replicates=0.0&1.0;Spn DPM-DC inh pilot screen %=0.0&0.0
c1ccc(N2CCN(c3ccccc3)C2c2cccs2)cc1	7	8%	27%	i	9	0%	-7%	-7%	-10%
COc1ccc(CCNC(=O)CSc2nc(-c3ccco3)cc(C(F)(F)F)n2)cc1OC	4	2%	3%	i	4	-12%	-1%	-19%	-14%
CCC1(c2ccc(F)cc2)NC(=O)N(CC(=O)c2ccc[nH]2)C1=O (stereo not drawn)	0	11%	-4%	i	6	0%	4%	-2%	2%	Spn PMK inh pilot replicates=1.0;Spn MK inh pilot replicates=0.5;Spn DPM-DC inh pilot screen %=0.0
O=C(c1ccccc1)c1ccc(OCC(O)CN2CCOCC2)cc1 (stereo not drawn)	11	-4%	-5%	i	6	11%	1%	4%	7%
COc1ccc(OC)c2[nH]c(=O)c(CCNS(=O)(=O)c3ccc(C)cc3)cc12	2	7%	-16%	i	17	6%	-1%	10%	-6%
COc1ccc(CC(=O)c2ccc(O)cc2O)cc1OC	5	10%	4%	i	16	-10%	3%	-8%	-9%
CC1CC(=O)N(CC(=O)NCc2ccco2)c2ccccc2S1 (stereo not drawn)	5	9%	-12%	i	7	-5%	-3%	4%	-10%
Cc1ccc(C2CC(C(F)(F)F)n3nc(C(=O)NCC4CCCO4)cc3N2)cc1 (stereo not drawn)	12	9%	-6%	i	1	-34%	nt	6%	-18%
CCn1c(-c2cc(OC)ccc2OC)csc1=Nc1c(C)n(C)n(-c2ccccc2)c1=O	3	1%	-5%	i	21	nt	7%	5%	nt
N#CCCCCn1c(-c2cncs2)nc2ccccc21	5	10%	-3%	i	8	11%	0%	9%	-5%	Spn PMK inh pilot replicates=6.0;Spn MK inh pilot replicates=0.0;Spn DPM-DC inh pilot screen %=2.0
O=C(CSc1nc2scc(-c3ccco3)c2c(=O)n1-c1ccccc1)N1CCOCC1	14	7%	3%	i	11	-14%	8%	2%	-3%
C=CCN(C)CCCNC(=O)/C=N/O	4	-2%	6%	i	8	-2%	-1%	-1%	2%
C=CCNc1nc2c(c(=O)[nH]c(=O)n2C)n1CCCCC	4	nt	nt	i	0	nt	4%	-6%	nt
Cc1ccccc1NC(=O)CSCCO	2	7%	-3%	i	7	-5%	-16%	2%	-4%
Cc1oc(-c2cccc(Cl)c2)nc1CN1CCCC(C(=O)NCCCN2CCOCC2)C1 (stereo not drawn)	3	0%	-11%	i	14	-9%	nt	-2%	-17%
COCCOC(=O)c1[nH]c2c(c1C)C(=O)CC(c1ccco1)C2 (stereo not drawn)	5	16%	-3%	i	1	66%*	3%	67%*	60%*	Spn PMK inh pilot replicates=0.0;Spn MK inh pilot replicates=0.0;Spn DPM-DC inh pilot screen %=0.0
CCCCC(=O)Nc1ccc(NC(=O)CCCC)nc1	9	2%	-2%	i	6	6%	8%	5%	6%
Cc1nn(-c2ccc(Cl)cc2)c2sc(C(=O)N3CCN(C(=O)c4ccco4)CC3)cc12	7	13%	-1%	i	0	9%	nt	3%	-2%
CN1/C(=C\C(=O)c2ccco2)C(C)(C)c2ccccc21	0	10%	-5%	i	18	-15%	4%	9%	-15%
CCCOc1ccc(C2/C(=C(/O)c3ccc(F)cc3)C(=O)C(=O)N2CCCN(C)C)cc1 (stereo not drawn)	6	11%	-1%	i	4	-8%	-9%	8%	6%
O=C(CCC1CCCC1)N1CCN(C(=O)C2CC2)CC1	5	8%	-5%	i	0	-3%	9%	0%	8%
COc1ccc(N2CCCCn3c2nc2c3c(=O)n(C)c(=O)n2C)cc1	3	10%	-2%	i	17	12%	nt	3%	4%

No new results follow: entries from further up.
SMILES	Spn MK inh	Alkaline phosphatase	Bfl-1 displacement	Spn DPM-DC inh	Spn PMK inh	KRASV12 cytotoxicity	LYP inhibition	HT1080 cytotoxicity	HPDE-C7 cytotoxicity	others
c1ccc(N2CCN(c3ccccc3)C2c2cccs2)cc1	7	8%	27%	i	9	0%	-7%	-7%	-10%
COc1ccc(CCNC(=O)CSc2nc(-c3ccco3)cc(C(F)(F)F)n2)cc1OC	4	2%	3%	i	4	-12%	-1%	-19%	-14%
CCC1(c2ccc(F)cc2)NC(=O)N(CC(=O)c2ccc[nH]2)C1=O (stereo not drawn)	0	11%	-4%	i	6	0%	4%	-2%	2%	Spn PMK inh pilot replicates=1.0;Spn MK inh pilot replicates=0.5;Spn DPM-DC inh pilot screen %=0.0
O=C(c1ccccc1)c1ccc(OCC(O)CN2CCOCC2)cc1 (stereo not drawn)	11	-4%	-5%	i	6	11%	1%	4%	7%
COc1ccc(OC)c2[nH]c(=O)c(CCNS(=O)(=O)c3ccc(C)cc3)cc12	2	7%	-16%	i	17	6%	-1%	10%	-6%

The main list resumes; the 2 compounds before the break are reprinted first.
SMILES	Spn MK inh	Alkaline phosphatase	Bfl-1 displacement	Spn DPM-DC inh	Spn PMK inh	KRASV12 cytotoxicity	LYP inhibition	HT1080 cytotoxicity	HPDE-C7 cytotoxicity	others
O=C(CCC1CCCC1)N1CCN(C(=O)C2CC2)CC1	5	8%	-5%	i	0	-3%	9%	0%	8%
COc1ccc(N2CCCCn3c2nc2c3c(=O)n(C)c(=O)n2C)cc1	3	10%	-2%	i	17	12%	nt	3%	4%
CSc1cc(C)nc(N(C)C(C)=O)n1	1	2%	-4%	i	2	-12%	-2%	-8%	-11%
COc1cc(C(=O)Nc2nnc(C)s2)cc(OC)c1OC	3	3%	2%	i	2	2%	12%	-11%	4%
O=C(NCc1ccco1)C1CCN(C(=O)Cc2ccccc2)CC1	5	9%	-3%	i	0	-17%	16%	-7%	-15%
CCOC(=O)c1cccc(C(=O)OCC)n1	0	-4%	-6%	i	8	-6%	1%	0%	-1%
O=S(=O)(NCCO)c1cccc2cccnc12	0	2%	-2%	i	0	-9%	1%	1%	-18%
CCCN(CCC)S(=O)(=O)c1cccc(C(=O)Nc2ccc3c(c2)OCO3)c1	4	12%	-4%	i	6	34%	nt	6%	-7%
CC(C)C(NC(=O)C1CCCCC1)C(=O)Nc1ccccn1 (stereo not drawn)	0	-6%	-2%	i	19	5%	-1%	-9%	6%
C=CCOc1ccc(/C(O)=C2/C(=O)C(=O)N(CCCn3ccnc3)C2c2cccs2)cc1 (stereo not drawn)	7	13%	-4%	i	10	-16%	0%	-6%	-25%
COc1cccc(N2CCN(Cc3nc(N)nc(N4CCCc5ccccc54)n3)CC2)c1	6	8%	0%	i	2	17%	8%	-7%	10%
COc1ccc(OC)c(Nc2nc(N)nc(-c3cc4ccccc4o3)n2)c1	3	12%	-4%	i	0	2%	9%	5%	8%
Cn1cccc1C(C(=O)NC1CCCCC1)N(C(=O)Cc1cccs1)C1CC1 (stereo not drawn)	0	6%	9%	i	6	-22%	-7%	-1%	-18%
COc1ccc(-c2cc(C(=O)N3CCCc4ccccc43)no2)cc1	0	2%	2%	i	12	-24%	6%	-2%	-15%
CC(=O)n1cc(-c2ccncc2)c2ccccc21	8	26%	-6%	i	5	15%	-2%	nt	11%	Spn PMK inh pilot replicates=1.0;Spn MK inh pilot replicates=1.0;Spn DPM-DC inh pilot screen %=0.0
CCCCN(C)C(=O)C1CCN(C/C(C)=C/c2ccccc2)CC1	5	2%	0%	i	4	-2%	6%	-24%	-3%
CC(=O)C1=C(O)C(=O)N(c2nnn(C)n2)C1c1cccs1 (stereo not drawn)	1	6%	1%	i	0	4%	1%	0%	2%
O=C(CSc1ncnc2c1nnn2-c1ccc(F)cc1)N1CCN(c2ccccc2)CC1	6	8%	-11%	i	0	2%	4%	0%	-4%
N/C(CCN1CCOCC1)=N/O	52*	2%	-9%	i	36	2%	2%	3%	6%
O=C(c1cc2ccccc2o1)N1CCN=C1SCc1cccnc1	3	9%	-2%	i	14	1%	9%	-4%	-2%
Cc1cc(C(=O)NC(C)c2ccc3c(c2)OCO3)cs1 (stereo not drawn)	1	4%	-3%	i	0	2%	22%	6%	1%
O=c1oc(-c2ccccc2)nc2c1cnn2-c1ccccc1	6	3%	-6%	i	0	-14%	7%	0%	-16%
O=C(COC(=O)c1cc(-c2cccs2)nc2ccccc12)NCc1ccco1	2	9%	3%	nt	15	0%	1%	-1%	-1%
CCCCOc1ccc(C(=O)N2CCCC2C(=O)O)cc1 (stereo not drawn)	0	9%	-6%	i	4	-4%	5%	-2%	0%
CC1CCCC(N2C(=O)NC(NC(=O)c3ccco3)(C(F)(F)F)C2=O)C1C (stereo not drawn)	10	9%	-4%	i	15	-4%	8%	-12%	0%
CCOCCOC(=O)C1=C(C)N(C)C(=O)NC1c1ccccc1Cl (stereo not drawn)	10	4%	0%	i	5	1%	4%	-9%	0%
Cc1cccc(NCc2nc(-c3ccccc3)no2)c1	9	14%	-5%	i	6	5%	-3%	-6%	-2%
Cn1c(=O)c2c(SCc3cccnc3)nc(C3CC3)nc2n(C)c1=O	5	2%	-7%	i	6	-16%	3%	5%	-26%
Cc1ccc(C)c(N(C(=O)Cn2nnc3ccccc32)C(C(=O)NCc2ccco2)c2ccncc2)c1 (stereo not drawn)	3	12%	1%	i	0	-4%	-2%	37%	-5%
COc1ccc(CCNC(=O)c2ccco2)cc1	1	7%	-9%	i	0	7%	nt	1%	6%
